# Screening results as filed in PubChem BioAssay.
# E coli Lon inh = E. coli protease La inhibition; P0A9M0; purified E. coli Lon protease, fluorescence polarization; inhibition, % at 7.94 µM; actives 0.42% (n = 360,000); in the data active = inhibition above about 13%, passing the limit was not always enough;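 also: 0% = enzyme with probe and DMSO and 100% = no enzyme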
# TbMetRS inhib = Trypanosoma brucei MetRS inhibition; actives 0.4% (n = 360,000); AID 624268; inhibition, % at 11.9 µM; purified T. brucei MetRS, ATP depletion, Kinase-Glo luminescence;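 active = inhibition above a per-plate cutoff of the control wells' mean inhibition plus 3 SD, cut at about 5.5% in these data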;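 also: 0% = DMSO wells median and 100% = median of wells with control inhibitor compound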
#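 Material: parasite MetRS enzyme / Replication: singlicate, one well per compound / Signal: luminescence of leftover ATP / Schedule: 2 h aminoacylation at 25 °C after 15 min preincubation / Medium: HEPES-MgCl2-KCl buffer plus DTT, spermine, BSA, pyrophosphatase / Doses: 11.9 µM single point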
# MsrA inh = inhibits bovine methionine sulfoxide reductase A. purified bovine MsrA, absorbance read-out. inhibition, % at 15.5 µM. actives 0.75% (n = 360,000); in the data active = inhibition above about 4.5%;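 also: 0% = vehicle wells with enzyme and 100% = reference inhibitor wells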
# MT1-MMP act inh = inhibitors of human MT1-MMP activation | HT1080 RFP-PRO-GFP cells, GFP/RFP ratio fluorescence, overnight; percent of plate control window, DMSO zero | GFP/RFP ratio change, % at 20 µM | P50281 | AID 651647 | actives 0.061% (n = 360,000);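 active = GFP/RFP ratio change of at least 30% with cell ATP level not reduced by more than half and red fluorescence within 50% of control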; also: strong numbers were not always called active
#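 Assay system – RFP-PRO-GFP reporter HT1080 cells · Compound dosing – single dose of 20 µM compound, 1% DMSO final · Incubation – overnight compound exposure at 37 °C · Measure – GFP/RFP fluorescence ratio · Benchmarks – DMSO wells and RFP-L50D-GFP cells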
# FAS TE block = FAS thioesterase (human) inhibition. P49327. recombinant FAS-TE, OMFH fluorogenic substrate, fluorescence endpoint. inhibition, % at 15 µM. actives 0.67% (n = 360,000);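 active = compounds whose normalised, plate-corrected inhibition of enzyme fluorescence in the single-dose primary screen is 50% or more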;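 also: 0% = DMSO with enzyme and 100% = substrate without enzyme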
# Target sequence (P49327 whole entry, looked up): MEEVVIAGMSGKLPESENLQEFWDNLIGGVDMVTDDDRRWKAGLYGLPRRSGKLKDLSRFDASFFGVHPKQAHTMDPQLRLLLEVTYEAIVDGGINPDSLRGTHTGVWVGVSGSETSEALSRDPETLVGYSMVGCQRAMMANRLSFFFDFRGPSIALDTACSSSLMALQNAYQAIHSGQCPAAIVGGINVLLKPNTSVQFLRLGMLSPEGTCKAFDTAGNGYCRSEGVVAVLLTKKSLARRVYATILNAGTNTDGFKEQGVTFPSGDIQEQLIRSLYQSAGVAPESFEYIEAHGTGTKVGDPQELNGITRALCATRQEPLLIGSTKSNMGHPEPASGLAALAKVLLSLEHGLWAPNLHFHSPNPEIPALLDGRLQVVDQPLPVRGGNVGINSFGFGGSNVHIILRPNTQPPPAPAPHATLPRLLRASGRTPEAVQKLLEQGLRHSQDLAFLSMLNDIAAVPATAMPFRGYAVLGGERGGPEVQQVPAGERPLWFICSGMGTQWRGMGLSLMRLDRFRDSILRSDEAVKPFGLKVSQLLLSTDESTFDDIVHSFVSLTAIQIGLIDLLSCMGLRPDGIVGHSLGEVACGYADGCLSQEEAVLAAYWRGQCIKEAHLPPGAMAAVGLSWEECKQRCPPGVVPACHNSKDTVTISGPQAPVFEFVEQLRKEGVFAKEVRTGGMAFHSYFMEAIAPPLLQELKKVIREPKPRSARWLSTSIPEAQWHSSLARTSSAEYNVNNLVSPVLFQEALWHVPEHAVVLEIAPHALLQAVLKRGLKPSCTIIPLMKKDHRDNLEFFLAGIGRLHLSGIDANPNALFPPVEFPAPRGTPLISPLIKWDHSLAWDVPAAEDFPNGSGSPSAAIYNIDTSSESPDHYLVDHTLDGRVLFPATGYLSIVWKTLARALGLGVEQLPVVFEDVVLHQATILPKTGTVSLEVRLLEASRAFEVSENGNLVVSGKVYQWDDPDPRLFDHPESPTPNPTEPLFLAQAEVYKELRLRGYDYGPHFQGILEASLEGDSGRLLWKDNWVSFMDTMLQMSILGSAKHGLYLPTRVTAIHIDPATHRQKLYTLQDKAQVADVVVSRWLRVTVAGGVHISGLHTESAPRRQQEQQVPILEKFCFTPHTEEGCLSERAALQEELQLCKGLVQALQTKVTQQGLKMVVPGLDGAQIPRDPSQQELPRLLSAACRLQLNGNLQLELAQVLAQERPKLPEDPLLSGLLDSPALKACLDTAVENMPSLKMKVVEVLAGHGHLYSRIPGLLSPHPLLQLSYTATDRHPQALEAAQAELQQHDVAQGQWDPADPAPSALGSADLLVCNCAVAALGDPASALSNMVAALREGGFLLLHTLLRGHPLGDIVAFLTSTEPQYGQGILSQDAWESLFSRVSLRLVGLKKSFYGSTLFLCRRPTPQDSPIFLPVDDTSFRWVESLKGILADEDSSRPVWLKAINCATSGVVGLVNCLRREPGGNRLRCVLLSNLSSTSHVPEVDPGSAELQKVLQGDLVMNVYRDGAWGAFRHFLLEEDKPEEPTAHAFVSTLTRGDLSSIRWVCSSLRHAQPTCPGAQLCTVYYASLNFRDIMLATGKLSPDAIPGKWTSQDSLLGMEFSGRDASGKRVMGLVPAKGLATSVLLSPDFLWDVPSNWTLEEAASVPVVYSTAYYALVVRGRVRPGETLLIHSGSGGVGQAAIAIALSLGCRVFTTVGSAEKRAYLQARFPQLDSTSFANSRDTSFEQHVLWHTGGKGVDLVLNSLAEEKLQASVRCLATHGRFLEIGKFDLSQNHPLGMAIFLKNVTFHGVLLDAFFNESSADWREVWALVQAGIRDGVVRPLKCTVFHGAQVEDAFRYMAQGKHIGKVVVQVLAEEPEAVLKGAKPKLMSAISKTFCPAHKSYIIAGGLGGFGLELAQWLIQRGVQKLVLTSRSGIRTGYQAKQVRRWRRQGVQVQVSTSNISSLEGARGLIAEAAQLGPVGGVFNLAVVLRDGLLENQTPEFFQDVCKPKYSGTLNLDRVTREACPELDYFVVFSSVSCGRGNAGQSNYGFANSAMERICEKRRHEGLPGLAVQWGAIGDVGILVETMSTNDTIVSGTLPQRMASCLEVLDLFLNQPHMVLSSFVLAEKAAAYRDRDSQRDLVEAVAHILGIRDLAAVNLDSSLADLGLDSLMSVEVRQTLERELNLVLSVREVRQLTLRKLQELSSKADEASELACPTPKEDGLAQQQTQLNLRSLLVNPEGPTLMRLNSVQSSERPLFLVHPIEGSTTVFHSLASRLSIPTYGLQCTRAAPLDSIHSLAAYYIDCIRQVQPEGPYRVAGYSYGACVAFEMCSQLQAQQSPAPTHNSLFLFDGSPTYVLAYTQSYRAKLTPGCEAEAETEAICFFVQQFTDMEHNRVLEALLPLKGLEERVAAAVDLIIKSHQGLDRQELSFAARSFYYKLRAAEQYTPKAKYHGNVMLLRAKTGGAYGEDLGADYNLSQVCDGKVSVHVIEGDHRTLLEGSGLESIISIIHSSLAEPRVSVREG
# SKN-1 inh = inhibitors of C. elegans SKN-1; C. elegans VP596 Pgst-4::GFP/RFP ratio, acrylamide-induced, 24 h; inhibition, % at 21.8 µM; actives 0.49% (n = 360,000); AID 624304;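 active = interference check ratio from 0.5 to 1.5 plus GFP to RFP signal ratio inhibition reaching or exceeding a fixed threshold, cut at about 30% in these data, passing the limit was not always enough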; also: some compounds called inactive have numbers as strong as hits
# CendR NRP1 mod = NRP-1/CendR interaction modulation | actives 0.85% (n = 360,000) | FAM-RPARPAR peptide binding to NRP-1, fluorescence polarization | O14786 | inhibition, % at 25 µM;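 active = inhibition or corrected inhibition above about 18%, plus a signal ratio from 0.5 to 1.5, limit read from the data, passing the limit was not always enough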; also: strong numbers were not always called active
# PABP1 MLLE inh = inhibitors of microRNA-mediated deadenylation, human PABP1 MLLE binding; AID 588489; P11940; inhibition, % at 20 µM; actives 0.36% (n = 360,000); GST-MLLE / FITC-PAM2 fluorescence polarization; in the data active = inhibition above about 35%, passing the limit was not always enough;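 also: plate controls were DMSO wells with GST-MLLE for no effect and wells lacking GST-MLLE protein for full effect; some results filed as inactive read as strong as hits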
# MsrA act = bovine methionine sulfoxide reductase A activation | purified bovine MsrA, absorbance read-out | activation, % at 10.6 µM | actives 0.3% (n = 360,000) | AID 602163; in the data active = activation above about 7.5%;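 also: 0% = vehicle and 100% = reference activator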
# Starred values were filed as active, the others as inactive; / = not tested or not shown.
Molecule,E coli Lon inh,TbMetRS inhib,MsrA inh,MT1-MMP act inh,FAS TE block,SKN-1 inh,CendR NRP1 mod,PABP1 MLLE inh,MsrA act
COCC(C)n1c(SCC(=O)N2CC(=O)Nc3ccccc32)nc2ccccc2c1=O (stereo not drawn),-15,-0.5,-0.8,-3,-5,3,2,-10,1
Fc1cccc(Cc2c(-c3cccc(Cl)c3)nc3ccc(Cl)cn23)c1,-4,-1.0,0.0,-2,10,4,-15,-18,-9
CC/C(=N\Nc1ccc([N+](=O)[O-])cc1[N+](=O)[O-])c1ccc(O)cc1,-3,-0.4,6.7*,35*,5,19,12,2,-2
Cc1ccc(-n2ncc(Cl)c2C(=O)NC2CC2)cc1,-6,-0.2,0.2,1,3,9,-1,1,-12
CCN(CC)S(=O)(=O)c1ccc2[nH]c(=O)cc(C(=O)NCC3CCCO3)c2c1 (stereo not drawn),-6,-0.2,0.9,0,-3,17,18,0,-2
COc1c2ccoc2c(OC)c2oc(=O)ccc12,-7,0.7,1.2,-4,-2,8,-3,-21,-2
O=C(Nc1ccc2c(c1)OCO2)C1CCN(S(=O)(=O)c2cccs2)CC1,-5,-0.8,-0.9,7,-3,-1,-6,-13,-10
Cc1ccc(S(=O)(=O)N2C[C@H]3[C@H]4C(=O)N(Cc5ccccc5)C(=O)[C@H]4CC(=O)[C@H]3[C@@H]2c2ccccc2Cl)cc1,-3,-0.6,-0.2,3,85*,12,9,-6,4
CN1C(=O)c2oc3ccccc3c(=O)c2C1c1cccnc1 (stereo not drawn),-4,-1.0,1.1,-4,-10,0,18,-7,-8
CCCC(=O)c1cc(F)c(N2CCN(CCC#N)CC2)cc1C,2,-1.6,-0.1,1,-1,-1,6,-3,-5
O=C(C[C@H]1C[C@H](C(=O)N2CCOCC2)[C@@]2(CCC3CCCC3)c3[nH]c4ccc(Cl)cc4c3CCN2C1=O)NCCN1CCOCC1,2,-1.8,3.3,2,85*,-7,-3,-8,0
O=C(Nc1ccccc1)c1cc([N+](=O)[O-])ccc1Cl,-3,-1.0,-0.4,-4,28,21,-9,12,-2
COCCOC(=O)N/C=C\c1nc2ccccc2c(=O)[nH]1,-9,-0.6,1.6,0,-13,-1,0,-10,-8
COC(=O)c1ccc2c(c1)C(=O)N(C1CCCCC1)C2=O,-1,-1.1,-0.5,-2,1,-4,-9,1,-3
Fc1ccccc1NC(=S)NCc1ccc(Cl)cc1,-2,-0.7,0.7,-2,3,-15,-8,4,-12
O=C(O)CCc1nn2c3ccccc3n(CCO)c2nc1=O,0,-0.6,2.2,-1,22,10,6,3,2
O=C1c2nc3cc(-c4ccco4)[nH]n3c(=O)c2CN1C1CCCCC1,-9,0.1,1.1,-3,-3,9,-29,12,-1
Cc1ccccc1OCC(O)CNC1CCC(NCC(O)COc2ccccc2C)CC1 (stereo not drawn),-9,-1.2,-1.9,-13,-7,24,20*,-12,-1
Cc1c(C)c2ccc(OC(C)C(=O)N3CC[C@@]4(O)CCCC[C@H]4C3)cc2oc1=O (stereo partly drawn),-3,1.8,3.7,5,4,7,-18,1,-1
CCC(C)CCN1CCN=C1Nc1ccccc1 (stereo not drawn),-14,-0.3,-0.6,-2,-7,29,5,-1,-1

# 3 structures out of the list, sorted by length of the SMILES, ascending.
Molecule,E coli Lon inh,TbMetRS inhib,MsrA inh,MT1-MMP act inh,FAS TE block,SKN-1 inh,CendR NRP1 mod,PABP1 MLLE inh,MsrA act
CCCC(=O)c1cc(F)c(N2CCN(CCC#N)CC2)cc1C,2,-1.6,-0.1,1,-1,-1,6,-3,-5
Cc1c(C)c2ccc(OC(C)C(=O)N3CC[C@@]4(O)CCCC[C@H]4C3)cc2oc1=O (stereo partly drawn),-3,1.8,3.7,5,4,7,-18,1,-1
O=C(C[C@H]1C[C@H](C(=O)N2CCOCC2)[C@@]2(CCC3CCCC3)c3[nH]c4ccc(Cl)cc4c3CCN2C1=O)NCCN1CCOCC1,2,-1.8,3.3,2,85*,-7,-3,-8,0

# (list continues)
Molecule,E coli Lon inh,TbMetRS inhib,MsrA inh,MT1-MMP act inh,FAS TE block,SKN-1 inh,CendR NRP1 mod,PABP1 MLLE inh,MsrA act
COc1ccc(CNC(=O)c2sc(=S)n(-c3ccc(OC)cc3)c2N)cc1,9,0.2,/,3,12,-10,-2,27,-4
O=C(NCCN1CCN(c2ccccc2)CC1)c1ccccc1F,6,-0.5,-0.7,7,-1,12,5,-10,-3
COc1cc(CC(=O)N(CC(C)C)C2CCS(=O)(=O)C2)cc(OC)c1OC (stereo not drawn),10,-0.1,-0.8,-1,-5,4,-1,2,-6
O=C(O)c1ccc(S(=O)(=O)N2CCCCCC2)cc1,0,0.5,-0.6,1,-11,-16,3,5,1
N/C(=N\OC(=O)CSc1ccccc1)c1ccccn1,8,-0.4,-0.6,-1,-4,-7,-4,6,-10
COc1ccc(C(NC(=O)C2CCN(CCOc3ccccc3)CC2)c2ccccn2)cc1 (stereo not drawn),5,-0.2,-0.3,0,-6,14,0,-11,-2
Cc1cccc2cc(CN(CC3CCCO3)S(=O)(=O)c3ccccc3)c(=O)[nH]c12 (stereo not drawn),-5,-0.3,0.0,2,0,5,12,1,-5
CCOC(=O)/C=C1\CN(CCC(C)C)S(=O)(=O)c2ccccc21,1,-0.2,0.7,-1,3,-21,-6,-69,-2
CCN(CCN1CCCC1)C(=O)c1cc(COc2ccccc2SC)on1,-14,-0.5,-1.6,-3,-4,-16,12,-17,-3
CSc1ccc(NC(=O)C2(C)CCN2C(=O)Cc2ccc(C(C)(C)C)cc2)cc1 (stereo not drawn),-5,0.3,-1.6,-5,27,-2,4,3,2
O=C(Nc1nc(-c2ccc3c(c2)OCCO3)cs1)c1ccco1,-7,-0.5,0.3,-2,13,20,-7,-11,-4
O=C1CCC(/C=C/c2ccccc2)=NN1Cc1ccc(Cl)c(Cl)c1,-1,-0.9,0.6,0,34,-12,8,-2,-12
COc1cccc(C2C(C(=O)c3ccco3)=C(O)C(=O)N2CCN(C)C)c1OC (stereo not drawn),-11,-0.7,1.3,-4,-20,5,-6,-1,-8
COc1ccc2[nH]c(C(=O)O)c(CCN3C(=O)c4ccc(C(=O)O)cc4C3=O)c2c1,1,-0.7,0.2,-1,-5,-9,-3,-16,2
Cc1ccc(C(=O)N/N=C\c2ccc([N+](=O)[O-])s2)cn1,-5,-0.2,2.1,-3,-6,1,-10,-1,1
CCOc1ccc(N=Nc2c(C)[nH]n(-c3ccccc3)c2=O)cc1,6,-2.3,-0.4,2,1,-2,-7,2,-10
CCCC(C)NS(=O)(=O)c1ccc(OC)c(C)c1 (stereo not drawn),7,-1.3,-0.2,2,-6,-41,-11,-4,-13
COc1cc(/C=N/NC(=O)c2ccc(CSc3nc4ccccc4[nH]3)cc2)ccc1O,-5,0.3,4.4,1,0,10,10,-119,-5
CC(Sc1ccc([N+](=O)[O-])cn1)C(=O)Nc1nccs1 (stereo not drawn),-11,1.1,2.0,2,16,17,-3,32,-2
CCOC(=O)C(CC)Sc1ncnc2c1nnn2-c1ccc(F)cc1 (stereo not drawn),2,-0.6,0.5,1,1,6,-3,8,0
O=c1[nH]c(Cc2ccccc2)nc2c1oc1ccccc12,2,-1.1,0.1,6,-1,26,-4,1,0
COc1ccccc1-c1ccc2c(c1)O[C@@H](CN(C)C(=O)Nc1cccc(F)c1)[C@H](C)CN([C@H](C)CO)S2(=O)=O,-4,-1.3,-1.1,2,2,17,-9,-9,1
CC(Sc1nnc(-c2ccco2)o1)C(=O)NCCC1=CCCCC1 (stereo not drawn),2,0.2,-0.5,-1,-1,0,22,15,1
CC(Oc1ccccc1)C(=O)OCC(=O)Nc1ccc2c(c1)OCO2 (stereo not drawn),-6,0.2,-0.8,-1,-5,-1,-15,-19,-1
CC(C)(C)n1nnnc1C(c1cccs1)N(Cc1ccccc1)Cc1cccnc1 (stereo not drawn),-8,-0.3,0.4,-19,26,-22,0,-5,1
CSc1ccccc1C(=O)NCCSC(C)(C)C,11,-0.3,-0.4,2,-5,9,0,0,-3
CCNC(=O)N(CC)C[C@H]1N[C@@](C)(C(=O)OC)[C@H]2C(=O)N(Cc3ccccc3)C(=O)[C@@H]12,0,1.6,0.2,0,-9,6,13,-3,0
CN(Cc1ccccc1)C(=O)[C@@H]1CCCN1C(=O)OC(C)(C)C,3,-1.5,0.2,3,-12,-4,5,/,-10
COc1cccc(-n2cnc(=O)c3cccnc32)c1,-3,-0.7,-0.6,-1,-12,6,-2,6,-5
COC(=O)C1=CC(C(=O)c2cccs2)=NN(c2ccc(OC)cc2)C1C(=O)OC (stereo not drawn),-15,-1.1,0.3,5,1,31,-51,-59,-5
COc1cccc(C(=O)O[C@@H]2[C@H](Cc3ccccc3)NS(=O)(=O)[C@H]3C[C@@H]4C=C[C@]23O4)c1,10,-0.3,-1.6,-2,12,2,7,3,-4
O=C(NCc1ccco1)c1ccc2sc([C@@H]3O[C@H](CO)[C@@H](O)[C@H]3O)nc2c1,6,-0.1,-0.5,2,-6,12,17,2,0
COCCN(C(=O)c1cc(CN2C(=O)c3ccccc3C2=O)ccc1OC)c1c(N)n(CC(C)C)c(=O)[nH]c1=O,-10,-0.4,1.4,-5,-11,-3,-4,-3,2
NC(=O)CSc1nnc(-c2cc3ccccc3o2)n1Cc1ccccc1,-5,-0.5,1.0,2,-7,-21,-1,-141,-3
CCCS(=O)(=O)c1nc(S(=O)(=O)c2ccc(C)cc2)c(N2CCCC2)s1,-7,-1.2,0.5,-10,12,-14,19*,-4,-1
COc1ccc(CCNC(=S)N2CCN(S(=O)(=O)c3ccc(Cl)cc3)CC2)cc1,-4,0.2,-1.0,1,3,-9,1,-47,-2
CC1(C)CC(CC(=O)O)C(=O)O1 (stereo not drawn),4,-0.4,2.1,-1,-7,-8,-4,-10,-8
Cc1ccc([N+](=O)[O-])c(C)[n+]1C,7,-0.7,-0.6,-4,-5,-3,-14,-137,-4
O=C1C(Cl)=C(N2CCOCC2)C(=O)N1c1ccccc1,-9,-0.6,1.1,2,-18,2,-4,14,-8
Cc1ccc(CNC(=O)CCS(=O)(=O)c2cc3c(cc2Cl)NC(=O)CO3)cc1,-2,0.1,0.3,4,-4,17,-1,-9,-3
CC(=O)Nc1ccc(NC(=O)C2Cc3c(-c4cccc(NC(C)=O)c4)ccnc3O2)cc1 (stereo not drawn),-3,-0.4,0.1,3,-9,8,-12,-1,-4
O=C(CCC(=O)N1CCN(c2ccccn2)CC1)c1cccs1,-11,-0.4,0.9,-1,-8,4,-7,-6,-9
Fc1cccc(F)c1/C=C/c1ccc2ccccc2n1,1,-1.0,0.8,-1,17,51*,-3,9,-10
Cn1c(CS(=O)Cc2c(Cl)cccc2Cl)nnc1SCc1c(Cl)cccc1Cl (stereo not drawn),-17,-0.9,1.7,6,-7,-6,-7,-5,-12
Nc1ccccc1-n1c(=O)n(Cc2ccccc2F)c(=O)c2[nH]cnc21,7,-0.3,0.8,1,-4,-14,4,9,-2
CC1CN(C(=O)Cn2cc(S(=O)(=O)CC(=O)N(C)c3ccccc3)c3ccccc32)CC(C)O1 (stereo not drawn),6,0.6,-0.1,-4,-6,-7,-4,3,-2
